Source: PubChem BioAssay
Akt phos inh = Akt phosphorylation inhibition | Neuro2A IGF-stimulated pAkt S473 HTRF, 20 min; stronger effect = lower value | hit rate 0.32% among 360,000 | AID 651550 | activity change, % for hits at 50 µM; in the data active = activity change below about -80%; inconclusive = mostly about -51% to -80%; note: % is set by controls: 0 for no effect and ±100 for the full control effect
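Single-point screen (50 µM final compound) in Neuro2A cells stimulated 20 min with 6 nM IGF at 37 deg C. After lysis, Ser473-phosphorylated Akt read by HTRF (ex 330 nm, em 615/665 nm) as the 665/615 ratio.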
Mm-Cpn inhibitor = inhibitors of Methanococcus maripaludis chaperonin (MmCpn) | Potency, µM (titrated, usually from 76.9 µM), for the others: at the highest dose activity, negative = inhibition, usual class: inhibitors | purified Mm-Cpn ATPase, ADP Transcreener TR-FRET | hit rate 0.031% among 330,000; note: potency is the fitted concentration of half-maximal effect; % is set by controls: 0 for no effect and ±100 for the full control effect; nearly all actives have a fitted effect of over 80% in size
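ATPase turnover read by TR-FRET ADP competition (Eu cryptate antibody/ADP-d2, 665/590 nm): 10uM ATP final, 25nM Mm-CPN final, 30 min 37degC after 10-min compound preincubation, pH 7.4 Tris/KCl/MgCl2/DTT buffer.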
CCT chaperon mod = changes cytosolic chaperonin activity; purified chaperonin ATPase assay, HTRF ADP detection, 30 min; activity change, % (concentration not given with the values), hits read low; hit rate 0.3% among 360,000; in the data active = activity change below about -30%; note: % is set by controls: 0 for no effect and ±100 for the full control effect
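Nucleotide hydrolysis assay: TRiC at 20–40 nM final (set by batch activity) with 10 uM ATP, 30 min at 37 °C, in presence of 76 uM compound. Detection by competitive ADP HTRF, 30 min ambient.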
TGFb inhibitor = inhibitors of TGF-b signaling | HepG2 CAGA-GFP TGF-b/SMAD3 reporter, GFP fluorescence, 18 h; TGF-beta stimulated, 500 pg/mL final | Potency, µM (series often up to 46.1 µM), without a hit: at the highest dose activity, negative = inhibition, actives largely listed as inhibitors | hit rate 1.2% among 410,000; note: potency is the fitted concentration of half-maximal effect; % is set by controls: 0 for no effect and ±100 for the full control effect; nearly all actives have a fitted effect of over 65% in size
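GFP signal (ex488/em500-530) from TGF-beta-stimulated HEPG2 CAGA-GFP cells, 500 pg/mL final, 18 h at 37 degrees C in DMEM plus 1% FBS, normalized to unstimulated and DMSO-stimulated controls.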
Nrf2 block = blocks Nrf2 signaling. AID 504444. A549 ARE-Fluc reporter, luciferase luminescence, 18-24 h. hit rate 2.1% among 360,000. Potency, µM (doses to about 46 µM), without a hit: top-dose activity change, negative = inhibition, usual class: inhibitors; note: potency is the fitted concentration of half-maximal effect; % is set by controls: 0 for no effect and ±100 for the full control effect; nearly all actives have a fitted effect of over 60% in size
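Nrf2 function is reported as luminescence of an ARE-controlled luciferase in A549 cells. Compounds were tested at several concentrations, and a CellTiter-Fluor read on the same wells flagged cytotoxicity.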
A549 viability = kills or reduces viability of A549 cells in Nrf2 counter-screen; hit rate 0.16% among 390,000; Potency, µM (series often up to 46 µM), without a hit: at the top dose activity change, negative = cytotoxicity, most hits filed as inhibitors; A549 ARE-Fluc cells, CellTiter-Fluor viability, 18-24 h; AID 504648; note: potency is the fitted concentration of half-maximal effect; % is set by controls: 0 for no effect and ±100 for the full control effect
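A549 ARE-Fluc cells in 5% FBS OPTI-MEM, 5000 cells/well, rested 2 h then exposed to compounds in concentration-response for 18-24 h at 37 °C. Viability by CellTiter-Fluor fluorescence (Ex 405/Em 525) after 30 min; luciferase luminescence (BugLite, 15 min, RT) read afterwards.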
EPAC2 ag = agonists of human EPAC2 (RAPGEF4); AID 720711; Potency, µM (series often up to 154 µM), for inactives: top-dose activation, actives largely listed as activators; Q8WZA2; hit rate 0.079% among 360,000; EPAC2 activation, biochemical qHTS; response scale: 100% = 6.5 mM cAMP response; note: potency is the fitted concentration of half-maximal effect; nearly all actives have a fitted effect of over 50% in size
Target sequence (Q8WZA2 whole entry, looked up): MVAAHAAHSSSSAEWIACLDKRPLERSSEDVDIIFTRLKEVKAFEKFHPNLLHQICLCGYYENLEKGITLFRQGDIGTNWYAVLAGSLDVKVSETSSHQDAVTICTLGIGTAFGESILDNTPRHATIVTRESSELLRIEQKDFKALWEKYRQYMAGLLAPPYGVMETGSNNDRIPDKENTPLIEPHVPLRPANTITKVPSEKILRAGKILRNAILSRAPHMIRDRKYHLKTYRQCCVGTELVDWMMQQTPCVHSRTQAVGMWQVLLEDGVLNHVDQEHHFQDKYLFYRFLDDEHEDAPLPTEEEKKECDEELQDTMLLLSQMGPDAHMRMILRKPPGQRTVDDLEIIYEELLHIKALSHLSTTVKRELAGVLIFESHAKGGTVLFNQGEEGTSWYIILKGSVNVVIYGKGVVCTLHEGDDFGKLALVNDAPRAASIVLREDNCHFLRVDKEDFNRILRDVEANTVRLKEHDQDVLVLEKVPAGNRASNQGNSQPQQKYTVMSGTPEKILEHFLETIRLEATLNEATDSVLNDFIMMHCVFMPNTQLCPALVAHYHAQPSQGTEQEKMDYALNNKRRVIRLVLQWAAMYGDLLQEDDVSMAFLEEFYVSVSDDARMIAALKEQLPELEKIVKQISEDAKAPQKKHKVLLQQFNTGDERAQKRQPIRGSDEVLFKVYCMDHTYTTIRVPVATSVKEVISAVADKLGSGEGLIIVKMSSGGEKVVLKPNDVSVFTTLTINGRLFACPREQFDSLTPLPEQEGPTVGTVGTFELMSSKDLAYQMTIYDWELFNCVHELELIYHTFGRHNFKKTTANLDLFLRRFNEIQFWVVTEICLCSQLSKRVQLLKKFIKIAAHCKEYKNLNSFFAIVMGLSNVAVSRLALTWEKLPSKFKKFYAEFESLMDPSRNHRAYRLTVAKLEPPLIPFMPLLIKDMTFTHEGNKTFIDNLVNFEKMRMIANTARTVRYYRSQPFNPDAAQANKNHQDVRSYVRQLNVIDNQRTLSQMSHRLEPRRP
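Exchange assay: 100 nM EPAC2 with 250 nM Rap1B-BODIPY-GDP and 50 uM GDP. Fluorescence (ex 480/em 540 nm) read every 5 min for 30 min at room temperature. Data normalized to 6.5 mM cAMP as agonist control.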
Nrf2 ARE act = activates Nrf2 signaling | Potency, µM (series often up to 46.1 µM), for inactives: at the top dose activation, hits mostly activators | hit rate 0.31% among 410,000 | AREc32 ARE-luciferase reporter (MCF7-derived line), luminescence, 24 h; note: potency is the fitted concentration of half-maximal effect; % of control where 0% means no effect; nearly all actives have a fitted effect of over 65% in size
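Luciferase luminescence (Steady-Glo, 30 min at room temperature) served as the read-out of ARE activation in AREc32 cells treated with compounds for 24 hr at 37 deg C.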
EPAC2 antagonist = blocks human EPAC2 exchange factor; Q8WZA2; EPAC2 GEF exchange of Rap1B-BODIPY-GDP, fluorescence; Potency, µM (doses to about 114 µM), without a hit: at the highest dose activity, negative = inhibition, hits mostly inhibitors; hit rate 0.18% among 360,000; note: potency is the fitted concentration of half-maximal effect; % is set by controls: 0 for no effect and ±100 for the full control effect; nearly all actives have a fitted effect of over 45% in size; many of its hits are not listed in these tables
The depositor's hits bear a star; i = inactive; ? = inconclusive; . = not tested or not shown; [ ] = remark or other dose. Unless noted, calls come from the whole dose curve; as a rule, active = well fitted curve in the direction sought with a large enough effect; inconclusive = small, poorly fitted or top-dose-only effect, or another doubt; inactive = no such curve, though single readings can be large; an effect the other way counts as inactive or inconclusive.

SMILES	Akt phos inh	Mm-Cpn inhibitor	CCT chaperon mod	TGFb inhibitor	Nrf2 block	A549 viability	EPAC2 ag	Nrf2 ARE act	EPAC2 antagonist
CCOC(=O)/C=C/C(=O)OCC(=O)Nc1ccc(OC)c(Cl)c1	i	1.9%	1.7	3.8%	7.0%	-22.0%	5.6%	?	-8.0%
COc1ccc(C(=O)Nc2nnc(S(=O)(=O)N(C)c3ccc(Cl)cc3)s2)cc1OC	.	.	.	?	-5.4%	11.8%	.	3.4%	.
Cc1cccc(C2CC(=O)Oc3c2c(=O)n(C)c2ccccc32)c1 (stereo not given)	.	.	.	1.7%	?	-3.6%	.	-0.3%	.
CS(=O)(=O)N1CCC(C(=O)NCc2ccco2)CC1	i	-0.7%	-1.9	?	0.5%	0.4%	5.4%	0.6%	12.3%
COc1ccc(N(CC(=O)NC2CCCCC2)C(=O)c2ccc(C)s2)c(OC)c1	i	1.8%	-1.6	10.9%	?	-7.6%	9.7%	-0.6%	-10.3%
NC(=O)C1CCN(C(=O)CSc2nc(O)cc(=O)[nH]2)CC1	i	-0.8%	-1.6	-7.3%	10.7%	-3.3%	5.2%	3.2%	5.6%
Cc1ccccc1OCC(=O)OCC(=O)c1ccc(OCc2ccccc2)cc1	i	-1.1%	1.2	13.3%	?	-0.4%	-4.8%	1.0%	1.2%[57.1 µM]
O=C(Nc1ccccc1Br)C1CCCN1S(=O)(=O)c1cccc2nsnc12 (stereo not given)	i	1.6%	-0.7	-27.0%	-9.4%	1.3%	2.5%	-0.4%	-13.6%
Cc1cc(=O)oc2cc(OCC(=O)OC(C)C(=O)NC3CCCC3)ccc12 (stereo not given)	i	-0.1%	4.3	-1.2%	-19.2%	-4.9%	2.7%	0.3%	-1.2%
CC[C@H](C)[C@@H](C(=O)NCCCCCCCCCCC(=O)N1CCNCC1)n1cc(CCCCCN)nn1	i	-3.1%	-0.6	30.1%	7.0%	-1.3%	7.1%	0.3%	0.7%
C/C=C(/C)C(=O)Nc1cccc(C2=NOC3(C2)C[C@@H](C(N)=O)N(C(=O)[C@H]2CCC(=O)N2)C3)c1 (stereo not given in full)	i	0.1%	-1.9	-29.6%	-0.5%	1.4%	9.4%	0.0%	16.7%
N#Cc1ccc(Oc2ccc(C(N)=O)cc2)cc1C#N	i	1.3%	0.3	-21.7%	-18.1%	-3.3%	-2.1%	0.6%	2.4%
CCn1c(C)nc2cc(C(=O)NNS(=O)(=O)c3c(C)c(C)cc(C)c3C)ccc21	-120.0%*	-2.0%	-2.8	10.3%	2.3%	-5.5%	4.0%	-0.7%	-1.4%
CCc1nc(N)nc2c1C(=O)CC(C)(C)C2	.	0.7%	1.6	10.2%	10.3%	3.9%	7.9%	-0.5%	-7.9%
O=C(c1cc2ccccc2oc1=O)N(Cc1ccc2c(c1)OCO2)Cc1ccco1	i	0.0%	-2.1	-6.5%	4.0%	0.5%	14.0%	3.1%	3.8%
CSc1nc(C)cc(Nc2cccc(C(=O)O)c2)n1	.	.	.	11.9%	8.9%	0.6%	.	3.6%	.
COCCCN1C(=O)C(=O)/C(=C(/O)c2ccc(S(=O)(=O)N3CCOCC3)cc2)C1c1ccc(OC)cc1 (stereo not given)	i	-0.8%	-8.2	1.8%	3.0%	0.6%	1.0%	0.4%	6.7%
COCC(C)n1c(SCC(=O)Nc2cccnc2Cl)nc2ccccc2c1=O (stereo not given)	i	.	0.2	-5.4%	.	.	5.3%	-0.5%	-22.8%
CC(=O)Nc1cccc(C(=O)Nc2nc(C)cs2)c1	i	-8.9%	-5.3	-6.5%	18.2%	2.6%	4.7%	3.0%	7.6%
Oc1ccc(C[C@H]2CNC(=S)N2CCc2cc(C(F)(F)F)cc(C(F)(F)F)c2)cc1	i	.	1.0	?	?	-16.0%	-4.6%	-0.7%	?
CCN1CCC(n2nccc2NC(=O)c2ccccc2Cl)CC1	i	.	-0.6	20.2%	7.6%	2.4%	5.6%	0.2%	17.5%
Cc1[nH][nH]c(=O)c1C(c1ccc(-c2ccc(Cl)c(C(=O)O)c2)o1)c1c(C)[nH][nH]c1=O	i	-5.7%	-0.7	-9.8%	-8.6%	-22.7%	11.7%	5.3%	-22.4%
CC[C@H](C)[C@@H](CO)NC(=O)[C@H]1O[C@@H](n2ccc(N)nc2=O)[C@H](O)[C@@H]1O	i	.	1.1	14.1%	.	.	4.3%	0.3%	13.8%
O=C(Cn1nc(C(F)(F)F)c2c1CCCC2)NCCN1CCOCC1	i	-2.9%	1.5	-0.4%	-2.8%	13.3%	5.7%	-0.1%	3.0%
O=C(NC1CCC(CC2CCC(NC(=O)C(Cl)Cl)CC2)CC1)C(Cl)Cl (stereo not given)	i	-1.2%	-0.5	2.8%	2.6%	-9.3%	0.0%	-0.6%	-2.8%

Later entries.
SMILES	Akt phos inh	Mm-Cpn inhibitor	CCT chaperon mod	TGFb inhibitor	Nrf2 block	A549 viability	EPAC2 ag	Nrf2 ARE act	EPAC2 antagonist
CSc1ccc(Cn2c(C)c(C(=O)NCc3ccco3)sc2=O)cc1	i	.	-2.7	19.6%	.	.	4.7%	10.4%	-14.1%
CN(CC(=O)Nc1cccc(F)c1)C(=O)CCN1C(=O)C2CC=CCC2C1=O (stereo not given)	i	0.9%	-0.7	-0.2%	-8.1%	0.1%	6.5%	-1.0%	4.4%
CCc1ccc2oc(-c3cccc(NC(=O)c4ccc(N5CCC(C)CC5)c([N+](=O)[O-])c4)c3)nc2c1	.	.	.	162.2%[activator]	1.9%	-7.5%	.	-0.9%	.
COc1ccccc1CCNC(=O)c1c(C)nn(CC(C)C)c1Cl	i	-6.6%	1.6	-9.7%	12.3%	6.5%	0.4%	0.6%	-2.0%
COc1cccc(-c2cc(C(=O)N/N=C/c3ccc(OC)c(COC(C)=O)c3)c3ccccc3n2)c1	i	-4.6%	-1.7	2.1%	-9.7%	-2.9%	-2.8%	4.3%	11.8%
CCOC(=O)[C@@H]1[C@H]2COc3ccccc3[C@@H]2N2C(=O)N(c3ccc(C(F)(F)F)cc3)C(=O)[C@@]12C	i	2.2%	-0.1	0.0%	-28.6%	-0.2%	-3.3%	3.3%	-17.3%
CNC(=S)Nc1ccc(C)c(NC(=S)NC)c1	i	2.3%	-0.5	25.4%	41.5%	0.9%	13.5%	-0.2%	6.0%
CC1(C)SC2C(C(=O)O)N=C(Cc3ccccc3)N2C1C(=O)O (stereo not given)	i	.	-0.9	15.8%	-19.3%	4.2%	0.3%	-1.1%	13.2%
COc1ccc(COc2cc(-c3cccc(OC)c3)nc3ccc(NC(=O)c4ccc(OC)cc4)cc23)cc1	i	-19.8%	-2.0	?	-8.5%	-0.1%	7.4%	-1.0%	6.9%
CCCNS(=O)(=O)c1cccc(C(=O)OCc2cc(=O)oc3cc(OC)ccc23)c1	i	-27.5%	1.0	?	?	-5.5%	6.4%	4.4%	7.3%
O=C(CCN1C(=O)/C(=C/c2ccccc2)SC1=S)Nc1ccccn1	i	1.0%	0.5	-1.1%	7.9%	4.4%	11.3%	-0.1%	5.0%
COc1ccc(S(=O)(=O)N2CCCCC2c2cc(C(=O)Nc3ccccc3Cl)no2)cc1 (stereo not given)	.	.	0.5	-25.3%	.	.	16.1%	3.1%	?
CC(=O)Nc1ccc(S(=O)(=O)NCc2ccc(C(=O)NCCCN3CCC(C)CC3)cc2)cc1	i	-0.4%	1.8	8.7%	7.2%	-0.6%	0.0%	-0.3%	-0.6%
Cc1nc(Nc2ccccc2Br)c2nnn(Cc3ccccc3)c2n1	i	0.2%	-2.2	22.0%	-19.5%	?	15.8%	7.8%	7.2%
COc1cc(NC(=O)CSc2nncn2C)cc(OC)c1OC	i	2.5%	1.1	-9.0%	24.9%	-1.6%	-7.3%	-0.3%	-3.7%
CCN(CC)Cc1csc2ccc(Br)cc12	i	0.9%	-3.4	-2.7%	.	1.7%	2.9%	0.5%	14.8%
Cc1cc(C)cc(NC(=O)NCc2nnc(SCc3ccccc3)n2C)c1	i	1.7%	1.0	0.8%	-10.6%	-15.1%	-4.0%	-0.6%	-1.5%
CC1=C(C(=O)Nc2cccnc2)C(c2cccc(F)c2)n2nc(SCc3ccccc3F)nc2N1 (stereo not given)	.	.	.	?	-22.9%[9.27 µM]	11.4%	.	-0.3%	.
N#CC1=C(N)SC(N)=C(C#N)C1c1ccc([N+](=O)[O-])cc1	i	-2.4%	0.1	-26.1%	7.7%	-4.0%	4.0%	16.5%	-0.6%
CC1CCC(NC(=O)c2ccc(-n3cncn3)c([N+](=O)[O-])c2)CC1 (stereo not given)	i	-3.4%	-2.7	?	14.7%	-1.3%	8.7%	-0.1%	12.7%
Cc1ccc2cc3cc(C(=O)N4CCN(Cc5ccccc5)CC4)sc3nc2c1	i	0.7%	-0.1	-16.4%	21.7%	14.2%	3.1%	0.3%	-4.6%
COc1ccc([C@H]2CN(Cc3ccccc3)C(=O)[C@@H]2CC(=O)Nc2ccccc2)cc1	i	.	-0.6	-1.6%	.	.	9.5%	4.9%	2.9%
COc1ccc(NC(=O)CCC(=O)Nc2cc(OC)c(NC(=O)c3cccs3)cc2OC)cc1	i	-4.5%	-9.1	-23.9%	-21.7%	0.1%	6.9%	3.7%	14.4%
COc1ccc(OCC(O)CNCCOc2ccccc2OC)c(C(C)(C)C)c1 (stereo not given)	i	0.9%	-4.4	12.6µM*	-3.0%	-12.2%	-1.0%	-3.2%	2.6%
CCOc1ccc(NC(=O)NC(C)CC)cc1 (stereo not given)	i	-0.3%	0.3	-9.6%	13.6%	21.4%	7.7%	2.4%	0.0%
O=Cc1ccc(Oc2ncccn2)cc1	i	-0.8%	-1.0	2.8%	13.7%	2.4%	8.4%	0.0%	0.8%

Not all compounds are listed, so the mix of outcomes need not match the whole.
